ALDH1A1 block: qHTS Assay for Inhibitors of Aldehyde Dehydrogenase 1 (ALDH1A1); Purified ALDH1A1, NADH fluorescence, propionaldehyde substrate; Potency, µM (doses to about 75.3 µM), for inactives: at the highest dose activity, negative = inhibition, hits mostly inhibitors; 220,000 compounds, 7.3% hits; active = well fitted inhibition curve with a large enough effect, not every such curve was filed as active; inconclusive = small, poorly fitted or top-dose-only effect, or another doubt; inactive = no such curve, though single readings can be large or run the other way;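 also: plate controls were no enzyme wells and a reference inhibitor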
Target sequence (P00352 whole entry, looked up): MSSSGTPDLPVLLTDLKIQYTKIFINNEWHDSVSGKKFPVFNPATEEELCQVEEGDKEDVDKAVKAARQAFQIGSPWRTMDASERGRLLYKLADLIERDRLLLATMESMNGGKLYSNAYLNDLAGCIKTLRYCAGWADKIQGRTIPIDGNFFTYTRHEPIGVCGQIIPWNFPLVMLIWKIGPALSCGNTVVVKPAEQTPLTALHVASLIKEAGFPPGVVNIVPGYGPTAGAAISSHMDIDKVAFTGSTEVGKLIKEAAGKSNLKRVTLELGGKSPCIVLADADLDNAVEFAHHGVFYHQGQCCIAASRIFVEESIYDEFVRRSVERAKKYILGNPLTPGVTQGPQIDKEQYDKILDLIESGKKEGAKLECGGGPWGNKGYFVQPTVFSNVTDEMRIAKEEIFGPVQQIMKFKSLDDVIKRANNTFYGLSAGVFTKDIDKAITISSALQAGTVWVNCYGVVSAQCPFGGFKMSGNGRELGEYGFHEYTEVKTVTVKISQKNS
GLA spleen mod: qHTS Assay for Inhibitors and Activators of Human alpha-Galactosidase From Spleen Homogenate. human spleen homogenate, 4MU-alpha-Gal fluorescence, 40 min. Potency, µM (doses to about 80 µM), for inactives: at the highest dose activity change, negative = inhibition, usual class: inhibitors. 240,000 compounds, 0.008% hits. AID 2107, 2009;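 also: 0% = enzyme with vehicle and -100% = no enzyme basal signal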
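qHTS titration in buffer at pH 5.0. Alpha-galactosidase activity in spleen homogenate was measured via 4-methylumbelliferone release from 1 mM fluorogenic substrate after 40 min at 37C and a pH 10 stop. AC50 came from Hill fits of control-normalized data.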
Tau fluor counter: Counterscreen qHTS for Inhibitors of Tau Fibril Formation, Fluorescence Polarization; tau K18 P301L Alexa594 fluorescence, heparin fibrillization; Potency, µM (titrated, usually from 57.7 µM), for the others: top-dose activity change, negative = decrease; 280,000 compounds, 0.93% hits; also: % is scaled to controls: 0 for no effect and ±100 for the full control effect; nearly all actives have a fitted effect of over 55% in size
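Human tau K18 P301L (15 uM unlabeled, 0.24 uM Alexa 594-labeled) in 100 mM sodium acetate pH 7 with 20 uM heparin, 6 hr at 37 C. ThT 30 uM added, 1 hr ambient; Alexa 594 FP and total fluorescence read at 555/632 nm.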
GAA inh: qHTS Assay for Inhibitors of Human alpha-Glucosidase as a Potential Chaperone Treatment of Pompe Disease. purified human GAA, 4-MU-alpha-glucoside fluorescence. Lysosomal alpha-glucosidase (Homo sapiens), P10253. AID 1466, 2008. Potency, µM (top dose mostly 76.9 µM), for the others: at the top dose activity change, negative = inhibition, actives largely listed as inhibitors. 200,000 compounds, 0.005% hits;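 also: plate controls were uninhibited enzyme wells for no effect and no-enzyme background for full effect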
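Activity normalized between no-enzyme (basal) and enzyme-only wells. Conditions: 4 nM human enzyme, 400 uM fluorogenic substrate, citrate/phosphate pH 5.0 with Tween-20, 20 min room temperature, compounds up to 77 uM.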
GAA glycogen: qHTS Assay for Inhibitors and Activators of Human alpha-Glucosidase Cleavage of Glycogen; Potency, µM (titrated, usually from 76.4 µM), without a hit: at the highest dose activity change, negative = inhibition, hits mostly inhibitors; 300,000 compounds, 0.38% hits; Lysosomal alpha-glucosidase (Homo sapiens), P10253; AID 2100, 2009; recombinant GAA, glycogen substrate, Amplex Red glucose oxidase fluorescence;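 also: 0% = full enzyme reaction and -100% = no-enzyme basal signal; the screen sought inhibitors and activators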
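qHTS, 1536-well; enzyme 4 nM final; cpd up to 77 uM; substrate bovine liver glycogen 30 ug; 50 mM citrate/phosphate pH 5.0, 0.01% Tween-20; 37 C, 40 min; Amplex Red detection 45 min RT; Hill fit → AC50.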
aGlu spleen mod: qHTS Assay for Inhibitors and Activators of Human alpha-Glucosidase From Spleen Homogenate; Lysosomal alpha-glucosidase (Homo sapiens), P10253; human spleen homogenate, 4-MU-alpha-glucoside fluorescence; Potency, µM (series often up to 79.9 µM), inactives show at the highest dose activity change, negative = inhibition, actives largely listed as inhibitors; 240,000 compounds, 0.006% hits;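 also: 0% = enzyme with vehicle and -100% = no enzyme basal signal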
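Human spleen homogenate (1 ug) with 4-methylumbelliferyl-alpha-D-glucopyranoside (1 mM final) in 50 mM citrate/phosphate pH 5.0, 0.01% Tween-20; 40 min at 37 C. Stopped at pH 10; 4-MU fluorescence Ex 365/Em 440 nm; AC50 by Hill fit.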
NPSR antag: qHTS Assay for Antagonists of the Neuropeptide S Receptor: cAMP Signal Transduction | CHO-NPSR cells, cAMP TR-FRET, antagonist mode | Potency, µM (highest dose often 38.3 µM), for inactives: at the highest dose activity change, negative = inhibition, usual class: inhibitors | 220,000 compounds, 1% hits | AID 1461, 2008; also: % is scaled to controls: 0 for no effect and ±100 for the full control effect; nearly all actives have a fitted effect of over 50% in size; many of its hits are not listed in these tables
Target sequence (Q6W5P4 whole entry, looked up): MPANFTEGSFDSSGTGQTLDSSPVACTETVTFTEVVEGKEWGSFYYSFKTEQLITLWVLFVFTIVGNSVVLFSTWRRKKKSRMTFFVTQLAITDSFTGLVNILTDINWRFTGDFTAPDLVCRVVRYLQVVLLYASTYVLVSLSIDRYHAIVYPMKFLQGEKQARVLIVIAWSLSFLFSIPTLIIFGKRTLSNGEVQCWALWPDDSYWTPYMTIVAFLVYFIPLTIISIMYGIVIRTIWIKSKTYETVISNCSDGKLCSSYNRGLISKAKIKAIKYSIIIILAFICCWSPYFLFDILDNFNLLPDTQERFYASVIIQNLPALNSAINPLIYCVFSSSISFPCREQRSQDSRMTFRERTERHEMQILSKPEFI
Epigenetic derep: Quantitative High-Throughput Screen for Regulators of Epigenetic Control | murine LDR cells, GFP reporter derepression, 30 h | Potency, µM (doses to about 53.9 µM), for inactives: top-dose GFP activation, most hits filed as activators | 280,000 compounds, 0.2% hits | AID 1865, 2009; also: % of control where 0% means no effect; nearly all actives have a fitted effect of over 60% in size
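Reporter derepression read as number of fluorescent GFP-positive objects, 20-120 um in size, counted by laser-scanning cytometer. Mouse LDR line with an epigenetically silenced CMV-GFP locus; compound incubation 30 h, 37 C.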
The depositor's hits bear a star; ? = inconclusive; . = not tested or not shown; [ ] = another dose, or the depositor's remark. Unless noted, calls follow the shape of the dose curve; as a rule, active = well fitted curve in the direction sought with a large enough effect; inconclusive = small, poorly fitted or top-dose-only effect, or another doubt; inactive = no such curve, though single readings can be large; an effect the other way counts as inactive or inconclusive. Potency is read from the fitted curve at half-maximal effect.

Below each compound: ALDH1A1 block, GLA spleen mod, Tau fluor counter, GAA inh, GAA glycogen, aGlu spleen mod, NPSR antag, Epigenetic derep
CC(C)(C)OC(=O)N/N=C/c1c[nH]c2ccccc12
→ 8%, 3%, ?, 7%, 8%, -1%, -6%, 2.1%
CCOc1ccc(NC(=S)NCCN2CCN(Cc3ccccc3)CC2)cc1
→ 8%, -2%, -11%, -5%, -11%, -1%, -28%, -2.8%
CCc1c(C)sc(NC(=S)N2CCN(S(C)(=O)=O)CC2)c1C(=O)OC
→ ., 2%, -20%, ., -5%, -2%, -18%, 4.9%
COc1cccc(C2(O)CCN(C(=O)c3cccs3)CC2)c1
→ 5%, 6%, -7%, -5%, -8%, 7%, -9%[46.1 µM], 2.3%
Cc1sc(NC(=O)c2ccco2)c(C(c2cccnc2)N2CCC(C)CC2)c1C (configuration not stated)
→ -9%, 6%, -26%, -13%, -19%, 1%, 13µM*, -1.0%
CCC(=O)NCC(c1ccco1)N1CCN(c2ccc(OC)cc2)CC1 (configuration not stated)
→ 8%, 3%, 0%, 3%, -2%, ., -1%, 0.8%
Cc1c(C(=O)NCc2ccccn2)oc2ccc(S(=O)(=O)N3CCOCC3)cc12
→ -2%, -2%, 4%, -6%, -2%, -17%, -18%[46.1 µM], -1.1%
CC(C)Cc1nnc(NC(=O)CCc2c[nH]c3ccccc23)s1
→ ?, -7%, ?, -3%, -1%, -1%, -1%, 1.1%
CCCc1ccc(OCC(=O)O)cc1
→ 1%, -5%, -2%, 1%, -2%, -1%, -11%[46.1 µM], -0.9%
CC(C)C(=O)Nc1ccc(C(=O)NNC(=O)CCc2ccccc2)cc1
→ 2%, 0%, 3%, -4%, 7%, -3%, 7%, 1.5%
COc1ccc(S(=O)(=O)Nc2cc(C)ccn2)cc1OC
→ -5%, -5%, 5%, -6%, -1%, -6%, 5%[46.1 µM], -2.9%
COc1ccccc1OCCOCCOc1ccc(C)cc1Br
→ -9%, -1%, -10%, -7%, -6%, 4%, -7%, 1.0%
CCN(CC)C(=O)CSc1nc2nc(C)cc(C)c2c(=O)[nH]1
→ ?, 13%, -5%, -11%, 6%, -19%, -7%[46.1 µM], -2.3%
CC(C)c1ccc(/C=C/C(=O)NC(=S)Nc2ccc(CN3CCOCC3)cc2)cc1
→ ?, -2%, -7%, -12%, 6%, -5%, -21%, 0.0%
COC(=O)c1cccc(NC(=O)CN2CCC(NC(=O)c3cc(OC)c(OC)c(OC)c3)CC2)c1
→ ?, 10%, -3%, -4%, 3%, 5%, -9%[46.1 µM], -0.9%
COCCNC(=O)COC(=O)c1cc(-c2ccc(OC)cc2)nc2ccccc12
→ ?, 11%, -22%, -4%, 2%, 2%, -29%, -1.9%
COCCn1c(SCC(=O)c2c(-c3ccccc3)n(C)c3ccccc23)nnc1-c1ccncc1
→ 20µM*, -7%, -1%, -11%, -3%, 3%, 9%, 0.0%
COC(=O)C1=C(C(=O)c2ccccc2)C(c2ccccc2)n2nnnc2N1 (configuration not stated)
→ 28µM*, 2%, -8%, 4%, 19%, 6%, -12%, -1.9%[10.1 µM]
CC(=O)c1ccc(NCC2COc3ccccc3O2)c([N+](=O)[O-])c1 (configuration not stated)
→ ?, 3%, ?, -7%, 4%, -3%, -22%, 2.5%
CC(=O)c1c(C)[nH]c(C(=O)OCCOc2ccccc2)c1C
→ 1%, -10%, -14%, 1%, 7%, 2%, -5%, 1.7%
CCCNC(=O)C(=O)NCCC1=CCCCC1
→ 6%, -2%, 3%, 1%, 11%, 1%, 0%[46.1 µM], -2.0%
COC(=O)C(C(=O)OC)[C@@H](NC=O)c1ccccc1
→ 2%, 7%, 0%, ., ., 0%, ., 1.1%
COC(=O)c1c(NC(=O)CC2Nc3cc(C)c(C)cc3NC2=O)sc(C)c1C (configuration not stated)
→ 9%, 3%, 4%, 2%, 21%, -3%, 10%[46.1 µM], 0.0%
COc1nccnc1NS(=O)(=O)c1ccc(N=Cc2c(C)[nH]n(-c3ccccc3)c2=O)cc1
→ -12%, 3%, 5%, -8%, 10%, 1%, -17%, -2.7%
CN(C)c1ccc(-c2ccccc2)nn1
→ 10%, 8%, -1%, 3%, 2%, 4%, -1%[46.1 µM], 0.2%
CC(=O)NNS(=O)(=O)c1ccccc1[N+](=O)[O-]
→ 8%, -2%, -5%, -13%, 19%, -4%, 5%[46.1 µM], 0.0%
O=C(CN1C(=O)CSc2ccccc21)NCCC1=CCCCC1
→ -14%, 7%, -23%, -4%, 0%, -3%, -7%[46.1 µM], -1.9%
COc1cc(NC(=S)NCCCN2CCOCC2)cc(OC)c1OC
→ 2%, 1%, 1%, 12%, 17%, 10%, 11%, -0.9%[10.1 µM]
OC[C@H]1O[C@@H](n2cnc3c(NC4CCCC4)nc(Cl)nc32)[C@H](O)[C@@H]1O
→ 0%, 1%, 5%, ., ., 2%, ., 1.1%
Cc1cc(/C=N/NC(N)=O)c(C)n1C1CCCCC1
→ -4%, -7%, -14%, 0%, 28%, -6%, 15%, -0.9%
CC(NC(=O)/C(=C\c1cccc([N+](=O)[O-])c1)NC(=O)c1ccco1)C(=O)O (configuration not stated)
→ 6.3µM*, -4%, -17%, -6%[15.4 µM], -7%, -21%, -12%[46.1 µM], 5.7%
O=C(c1ccco1)N1CCN(CC(O)Cn2c3ccccc3c3ccccc32)CC1 (configuration not stated)
→ -12%, -23%, -29%, -11%, 4%, -12%, ?, -0.7%
Cc1ccc2cc(C#N)c(N3CCCN(S(=O)(=O)c4ccc(F)cc4)CC3)nc2c1
→ ?, -11%, -26%, -9%, 0%, -4%, 28%[46.1 µM], 0.0%
CCOc1ccc(OCc2cccc(C(=O)N/N=C/c3cccnc3)c2)cc1
→ -7%, -6%, -21%, 5%, 4%, -8%, -1%, -1.9%
Cc1cc(C)c2[nH]c(C(=O)Nc3ccc4c(c3)OCO4)cc2c1
→ ., 4%, ?, ., -14%, 0%, -20%, 0.0%
COc1ccccc1OCCCCCc1c(C)n[nH]c1C
→ ?, 20%, -3%, -5%, 5%, 2%, -4%[46.1 µM], 0.0%
COc1ccc(NS(=O)(=O)c2ccc(C)c(NC(=O)c3ccc(C)c(S(=O)(=O)N4CCOCC4)c3)c2)cc1
→ 11%, -2%, -21%, -12%, -5%, 0%, -7%, -1.5%
CC1CCN(c2nc3c(cc2C#N)COC(C)(C)C3)CC1
→ ?, 7%, -10%, 15%, 3%, 0%, 28%, -0.7%
O=c1[nH][nH]cc1C=Nc1cc(Cl)ccc1O
→ -3%, 0%, -6%, 2%, ?, 4%, 2%, 14%
CC(CC(=O)Nc1ccccc1C(F)(F)F)c1ccccc1 (configuration not stated)
→ 7%, -4%, 0%, 8%, 6%, 7%, 10%, 1.1%
O=C(Cn1c(-c2cncs2)nc2ccccc21)NCc1ccccc1
→ ?, -1%, -2%, 4%, -3%, 0%, 2%[46.1 µM], -0.1%
COc1cccc([C@@H]2Oc3ccc(OC)cc3C(=O)[C@H]2OC(=O)NCCOc2ccccc2)c1
→ 1%, -11%, -23%, ., ., -3%, ., -1.1%
COc1cccc(C(=O)Nc2cc(-c3cn4cccnc4n3)ccc2C)c1
→ ?, ?, -4%, ?, -3%, 23%, 17%, -4.4%
CC1(C)CC(=O)C(C=NCCN2CCN(C(=O)c3ccc(F)cc3)CC2)=C(O)C1
→ ?, 6%, -1%, -7%, -9%, 4%, -3%[46.1 µM], -1.2%
COc1ccc(NC(=O)Nc2ccc3c(c2)CCC3)c(OC)c1
→ -8%, -1%, -3%, -2%, 20%, 12%, -17%, -0.3%
COC(=O)c1c(NC(=O)COC(=O)c2ccc(NC(=O)CC#N)cc2)sc2c1CCCCC2
→ ?, 7%, -22%, 2%, -2%, -4%, -9%, ?
C[C@@H]1CC[C@H]2C(=O)N3[C@@H](CC[C@@H](C)[C@@H]3c3ccc(Br)cc3)C(=O)N2[C@H]1c1ccc(Br)cc1
→ -5%, -9%, -15%, -7%, 5%, 2%, -39%, -2.4%
Cc1c2c(nc3c(C(=O)NC4CCCCC4C)cnn13)CCCC2 (configuration not stated)
→ 4%, 6%, -25%, -1%, -4%, -3%, -23%[46.1 µM], -1.0%
O=C(Nc1cc([N+](=O)[O-])ccc1Cl)C1CC1
→ 13%, 10%, -11%, -1%, 3%, 2%, 15%, -3.0%
CC(NCC1(N2CCOCC2)CCCCC1)C(=O)Nc1ccc(Cl)cc1Cl (configuration not stated)
→ 0%, 2%, -10%, -8%, -8%, -10%, -38%, -0.5%
COc1ccc2[nH]c(=O)cc(C(=O)O)c2c1
→ ?, 11%, 2%, ?, 23%, 8%, 4%, 0.3%
CC(C)CCNC(=O)Nc1ccc2c(c1)N(C)C(=O)CS2
→ 2%, 5%, -15%, -6%, -6%, -1%, -4%[46.1 µM], 0.2%
Cn1nc(C(=O)Nc2nnc(C3CC3)s2)c2ccccc2c1=O
→ 13µM*, 0%, -2%, -6%, -2%, 0%, -12%, 0.0%
COc1cc(/C=N/NC(=O)CSc2ccccn2)ccc1O
→ ., -1%, -10%, ., ?, -7%, 8%, -3.1%
CCN(c1ccccc1)S(=O)(=O)c1ccc(F)cc1
→ 0%, 18%, 4%, -12%, ., -6%, -15%[46.1 µM], 0.0%
CC1CCCCN1CCn1c(=S)[nH]c2cc3c(cc2c1=O)OCO3 (configuration not stated)
→ 3%, -8%, -21%, -2%, 0%, 3%, -8%, -1.5%

Some of the entries so far, with each value named:
mol: Cc1cc(C)c2[nH]c(C(=O)Nc3ccc4c(c3)OCO4)cc2c1
  ALDH1A1 block: .
  GLA spleen mod: 4%
  Tau fluor counter: ?
  GAA inh: .
  GAA glycogen: -14%
  aGlu spleen mod: 0%
  NPSR antag: -20%
  Epigenetic derep: 0.0%
mol: COc1ccccc1OCCCCCc1c(C)n[nH]c1C
  ALDH1A1 block: ?
  GLA spleen mod: 20%
  Tau fluor counter: -3%
  GAA inh: -5%
  GAA glycogen: 5%
  aGlu spleen mod: 2%
  NPSR antag: -4%[46.1 µM]
  Epigenetic derep: 0.0%

Bioassay records: PubChem, National Center for Advancing Translational Sciences (NCATS)

These rows are one share of the data (hit frequency here may not be typical).
